# Screening results (PubChem BioAssay)
# AMPAR-TARP mod: modulators of GluA2-stargazin AMPA receptor complexes, primary screen, cell-based, membrane potential dye; Voltage-dependent calcium channel gamma-2 subunit (Mus musculus) + Glutamate receptor 2 …; HEK293 GluA2+stargazin, membrane potential dye (FDSS), glutamate EC50; hits were called plate by plate, in both directions; calls only at 30 µM; 40,000 tested, 3.5% active;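 active = any of four per-well response measures lying three or more SD from its plate-wide compound average, in either direction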
# Target sequence (O88602 whole entry, looked up): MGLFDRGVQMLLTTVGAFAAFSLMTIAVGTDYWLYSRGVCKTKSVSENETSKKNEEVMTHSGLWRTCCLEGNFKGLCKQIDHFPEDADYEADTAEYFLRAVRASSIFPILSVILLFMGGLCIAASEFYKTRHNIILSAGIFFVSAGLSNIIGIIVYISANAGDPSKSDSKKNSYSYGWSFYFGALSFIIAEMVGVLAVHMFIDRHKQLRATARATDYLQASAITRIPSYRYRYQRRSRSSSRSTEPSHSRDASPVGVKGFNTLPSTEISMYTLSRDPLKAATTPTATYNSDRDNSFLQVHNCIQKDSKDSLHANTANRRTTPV
# Target sequence (P19491 whole entry, looked up): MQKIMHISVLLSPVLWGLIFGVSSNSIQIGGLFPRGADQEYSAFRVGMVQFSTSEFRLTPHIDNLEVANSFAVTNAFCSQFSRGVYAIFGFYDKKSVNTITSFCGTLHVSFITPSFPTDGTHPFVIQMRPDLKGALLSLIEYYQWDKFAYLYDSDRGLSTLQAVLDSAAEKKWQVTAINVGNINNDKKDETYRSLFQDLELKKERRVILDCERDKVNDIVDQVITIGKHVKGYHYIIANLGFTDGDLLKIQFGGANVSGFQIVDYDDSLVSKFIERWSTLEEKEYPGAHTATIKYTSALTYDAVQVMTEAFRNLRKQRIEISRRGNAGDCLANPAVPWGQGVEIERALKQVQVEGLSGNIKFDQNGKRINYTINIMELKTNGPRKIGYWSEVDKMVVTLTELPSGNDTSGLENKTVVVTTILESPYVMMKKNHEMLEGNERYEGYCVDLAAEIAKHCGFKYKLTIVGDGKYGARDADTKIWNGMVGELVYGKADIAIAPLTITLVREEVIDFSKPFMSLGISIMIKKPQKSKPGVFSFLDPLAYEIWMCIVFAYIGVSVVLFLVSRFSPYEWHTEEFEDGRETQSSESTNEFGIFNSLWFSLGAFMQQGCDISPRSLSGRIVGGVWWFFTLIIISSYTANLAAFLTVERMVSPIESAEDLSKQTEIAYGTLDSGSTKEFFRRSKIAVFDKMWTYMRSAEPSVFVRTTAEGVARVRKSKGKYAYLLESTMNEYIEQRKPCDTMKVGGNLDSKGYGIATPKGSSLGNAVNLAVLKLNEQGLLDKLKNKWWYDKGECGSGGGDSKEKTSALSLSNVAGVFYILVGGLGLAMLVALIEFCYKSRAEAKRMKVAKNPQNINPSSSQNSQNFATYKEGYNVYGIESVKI
# AMPAR-TARP mod agonism max-min: further read-out of AMPAR-TARP mod, marked with its call; compound max-min signal; compound-alone response (agonism);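 unitless range of fluorescence divided by baseline over first 100 seconds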
# AMPAR-TARP mod glutamate slope: recorded beside AMPAR-TARP mod, whose call it bears; glutamate slope, % of max; measured here: glutamate response slope, % max;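 scaled per plate between vehicle wells and maximal 1 mM glutamate control wells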
# An asterisk follows results filed as active; i = inactive; + = active, no number. Not all compounds are listed. The share of hits here may be higher or lower than overall.
# Preview, six compounds:
cpd	SMILES	AMPAR-TARP mod	AMPAR-TARP mod agonism max-min	AMPAR-TARP mod glutamate slope
1	CSc1ncccc1C(=O)N1CCC(CNC(=O)/C=C/c2ccco2)CC1	i	0.0924	50.4
2	CCCn1c(=O)c2ccc(C(=O)NC3CCCCC3)cc2n2c(SCC#N)nnc12	i	0.111	42.2
3	COc1ccccc1CCNC(=O)C1CCCN(c2cc(-n3nc(C)cc3C)ncn2)C1 (centres undefined)	i	0.0649	64.4
4	CC1(C)OCC2(CO1)CSC2	i	0.0327	37.1
5	COc1ccc(S(=O)(=O)CCC(=O)Nc2ccc(S(N)(=O)=O)cc2)cc1	i	0.0621	70.0
6	CNC(=O)CSc1nc(-c2ccccc2)c(NC(=O)c2c(F)cccc2F)s1	i	0.0655	55.6

# The list itself, previewed entries included:
cpd	SMILES	AMPAR-TARP mod	AMPAR-TARP mod agonism max-min	AMPAR-TARP mod glutamate slope
1	CSc1ncccc1C(=O)N1CCC(CNC(=O)/C=C/c2ccco2)CC1	i	0.0924	50.4
2	CCCn1c(=O)c2ccc(C(=O)NC3CCCCC3)cc2n2c(SCC#N)nnc12	i	0.111	42.2
3	COc1ccccc1CCNC(=O)C1CCCN(c2cc(-n3nc(C)cc3C)ncn2)C1 (centres undefined)	i	0.0649	64.4
4	CC1(C)OCC2(CO1)CSC2	i	0.0327	37.1
5	COc1ccc(S(=O)(=O)CCC(=O)Nc2ccc(S(N)(=O)=O)cc2)cc1	i	0.0621	70.0
6	CNC(=O)CSc1nc(-c2ccccc2)c(NC(=O)c2c(F)cccc2F)s1	i	0.0655	55.6
7	O=C(Nc1ccc(F)c(F)c1)c1ccc(S(=O)(=O)NCc2cccnc2)o1	i	0.121	55.7
8	CCNC(=O)C(=O)NCc1ccsc1	i	0.0367	30.4
9	COc1ccccc1C(=O)N1CCN(c2ncnc3c2nnn3-c2ccccc2)CC1	i	0.0497	59.5
10	O=C(O)c1ccc(N2CCOCC2)cc1	i	0.0636	72.1
11	COc1cccc(NC(=O)C(=O)Nc2ccc([N+](=O)[O-])cc2)c1	i	0.128	58.7
12	COc1ccc(-c2nc(S(=O)(=O)c3ccccc3)c(N3CCN(C)CC3)o2)cc1	i	0.0979	52.8
13	Cc1ccc(N2CC(C(=O)N3CCN(c4ccc(-c5ccncc5)nn4)CC3)CC2=O)cc1C (centres undefined)	i	0.0455	27.4
14	O=C(COc1ccccc1)Nn1cnc2c(cnn2-c2ccccc2)c1=O	i	0.0707	68.1
15	COc1cc2c(cc1OC)CN(C(=O)Cc1c(C)[nH]c(=O)[nH]c1=O)CC2	i	0.138	51.0
16	COc1ccc(Cl)cc1NC(=O)NCC1CCN(C(=O)Oc2ccccc2)CC1	i	0.0976	40.3
17	CC(C)S(=O)(=O)c1ccc(CC(=O)N2CCC(c3nnc(-c4ccco4)s3)CC2)cc1	i	0.109	63.2
18	Cc1ccc(N2CCN(C(=O)c3cccc(Br)c3)CC2)c(C)c1	i	0.0606	41.3
19	CCOc1ccc(NC(=O)C(=O)NCc2cccs2)cc1	i	0.0575	51.3
20	O=S(=O)(NCCNc1cc(-n2cccn2)ncn1)c1ccc(OC(F)(F)F)cc1	i	0.118	55.8
21	COc1ccc(S(=O)(=O)NCC(c2cccnc2)N2CCN(c3ccccc3F)CC2)cc1C (centres undefined)	i	0.126	60.0
22	COc1cc([N+](=O)[O-])ccc1NC(=O)c1ccc(=O)n(Cc2ccccc2Cl)c1	i	0.186	50.7
23	CC(C)c1ccccc1NC(=O)Cc1csc(NC(=O)c2ccc(=O)[nH]c2)n1	i	0.062	41.8
24	CC(=O)Nc1ccc(S(=O)(=O)Nc2ccc3c(c2)CCC(=O)N3Cc2ccccc2)cc1	i	0.059	4.0
25	COc1cccc(C(=O)Nc2ccc(-c3nnc(C)o3)cc2)c1OC	i	0.102	56.3
26	O=C(CSc1ccc(NC(=O)c2cccc(F)c2)nn1)Nc1ccccc1F	i	0.0848	46.6
27	Cc1cccc(-c2nc3c(c(SCC(=O)N(C)C)n2)CCCC3)c1	i	0.0451	57.8
28	CCc1nc2sc(C(c3cccc(F)c3)N3CCN(C(C)=O)CC3)c(O)n2n1 (centres undefined)	i	0.118	66.5
29	COc1ccc(NC(=O)NCC(c2ccccc2Cl)N(C)C)cc1OC (centres undefined)	+	0.106*	17.1*
30	O=C(NCc1cccs1)C(=O)NCC1CCN(Cc2ccccc2)CC1	i	0.0547	59.7
31	Cc1ccc(C)c(S(=O)(=O)NCCCn2nc(-c3ccco3)ccc2=O)c1	i	0.0885	62.8
32	O=C(NCC(c1cccc2ccccc12)N1CCCC1)c1cccc([N+](=O)[O-])c1 (centres undefined)	i	0.0775	43.6
33	CCCC(=O)Nn1cnc2c(cnn2-c2ccc(C)cc2)c1=O	i	0.0873	68.6
34	CCn1c(=O)c2c(nc3oc(C)c(C)n32)n(C)c1=O	+	0.122*	54.1*
35	COc1ccc(N2C(=O)/C(=C/c3ccncc3)SC2=S)c(OC)c1	i	0.113	66.8
36	Cn1c(=O)[nH]c(=O)c2c1nc(N1CCOCC1)n2CCN1CCOCC1	i	0.0978	65.1
37	O=C(NCC1CCN(C(=O)c2ccncc2)CC1)C(=O)Nc1ccon1	i	0.082	60.1
38	O=C(NCc1n[nH]c(=O)c2ccccc12)c1cc(=O)c2ccccc2o1	+	0.235*	53.1*
39	Cc1ccc(S(=O)(=O)c2c(C)nn(C(C)(C)C)c2OC(=O)c2ccccc2C)cc1	i	0.0478	61.9
40	Nc1nc(SCC(=O)NCc2ccccc2)ncc1S(=O)(=O)c1ccc(Br)s1	i	0.153	56.3
41	COc1ccc(-c2ccc(SCc3ccncc3)nn2)cc1	i	0.0925	66.8
42	COc1ccc(S(=O)(=O)NCC(c2ccsc2)N2CCN(C)CC2)cc1OC (centres undefined)	i	0.0615	51.9
43	O=C(Nc1ccccc1[N+](=O)[O-])C1CCCN(c2ccc(-c3ccccc3)nn2)C1 (centres undefined)	+	0.207*	27.8*
44	CCn1nnc2c(N3CCN(S(=O)(=O)c4cc(C)ccc4C)CC3)ncnc21	i	0.105	67.5
45	O=C(Nc1nc2c(s1)CCC2)C1CCCN1S(=O)(=O)c1ccc(F)cc1 (centres undefined)	i	0.135	61.1
46	CCOC(=O)c1c(SCc2cccc(C(F)(F)F)c2)nc(=O)[nH]c1C	i	0.041	56.7
47	COC(=O)Nc1ccc(CC(=O)N2CCCC2)cc1	i	0.0476	33.2
48	COc1cc(NC(=O)c2nc3nc(C)cc(C(F)F)n3n2)c(OC)cc1Cl	i	0.0752	37.3
49	Cc1cc(NC(=O)c2cccc([N+](=O)[O-])c2)ccc1N1CCCC1=O	i	0.0939	57.9
50	O=C(CN1CCN(C(=O)N2CCOCC2)CC1)Nc1ccc(Cl)c(Cl)c1	i	0.0809	58.9

# (more compounds)
cpd	SMILES	AMPAR-TARP mod	AMPAR-TARP mod agonism max-min	AMPAR-TARP mod glutamate slope
51	CCOc1ccc(NC(=O)CN2N=NC3C(=O)N(c4ccc(Br)cc4)C(=O)C32)cc1 (centres undefined)	i	0.0821	47.5
52	COc1ccc(C(=O)Nc2nnc(Cc3cccs3)o2)cc1OC	i	0.12	66.3
53	CCOc1ccccc1NC(=O)Cc1cc(=O)oc2cc(C)ccc12	i	0.0886	54.6
54	O=C(Cn1cnc(-c2ccccc2)cc1=O)N1CCN(c2cccc(C(F)(F)F)c2)CC1	i	0.0903	26.8
55	COc1cccc2sc(N3CCN(C(=O)c4cc(C)n(C)n4)CC3)nc12	i	0.0454	38.8
56	O=C(Cc1cc(-c2cc3ccccc3o2)on1)NCCC1=CCCCC1	i	0.0699	35.8
57	CCOC(=O)N1CCC(NC(=O)Cc2csc(Nc3cccc(Cl)c3)n2)CC1	i	0.126	48.0
58	CC(=O)Nc1ccc(S(=O)(=O)Nc2ccc3c(c2)N(C(=O)c2cccs2)CC3)cc1	i	0.0847	50.9
59	COc1ccc(S(=O)(=O)CCC(=O)N(CCN(C)C)c2nc3cc(C)cc(C)c3s2)cc1	i	0.0692	50.8
60	COc1ccc(Br)c(C(=O)NCC(O)(c2cccs2)C2CC2)c1 (centres undefined)	i	0.0399	50.9
61	O=C(CSc1nc(=O)n(CC2CCCO2)c2c1CCC2)NCc1ccco1 (centres undefined)	i	0.0788	46.4
62	N#Cc1ccc(Cl)cc1NC(=O)CCN1C(=O)c2ccccc2S1(=O)=O	i	0.0549	51.8
63	CCOCCn1c(=N)sc2cc3c(cc21)OCCO3	i	0.0466	53.5
64	CN(C(=O)c1cc2cccnc2n(Cc2ccccc2)c1=O)c1ccccc1	i	0.0288	51.8
65	Cc1ccc(NC(=O)C(=O)NCC2CCN(c3ccccn3)CC2)cc1C	i	0.0946	57.5
66	O=C(CN1CCN(c2ccc3c(c2)OCCO3)C1=O)Nc1nc(-c2ccco2)cs1	i	0.149	54.9
67	O=C(NCC1CCN(c2ccccn2)CC1)C(=O)Nc1ccon1	i	0.093	55.3
68	O=c1cc(-c2ccc(F)cc2)ncn1CCN1CCCCC1	i	0.113	52.4
69	COCCNc1oc2c(c1-c1cccc([N+](=O)[O-])c1)c(=O)oc1c(C)cccc12	i	0.121	64.4
70	COc1cccc(-c2ccc(=O)n(CCCC(=O)Nc3ccc(Cl)cc3Cl)n2)c1	i	0.0636	49.6
71	CCc1nnc2c(=O)n(-c3ccccc3)ccn12	i	0.0822	34.8
72	CC(C)C(=O)Nc1sc2c(c1-c1nc3ccccc3s1)CCN(C)C2	i	0.137	70.8
73	Cn1cccc1C(CNC(=O)c1ccc2ccccc2c1)N1CCCC1 (centres undefined)	i	0.0648	62.1
74	CS(=O)(=O)N1CCC(CNC(=O)c2ccc(F)cc2Cl)CC1	i	0.0574	40.1
75	Cc1nn(C)cc1CN(C)C(=O)c1ccc(-c2ccccc2)cc1	i	0.082	62.1
76	Cc1nn(C(C)(C)C)c(OC(=O)c2c(F)cccc2Cl)c1S(=O)(=O)c1ccccc1	i	0.0883	85.5
77	Cc1cccc(OCC(O)Cn2c(C3CC(=O)N(c4ccccc4C)C3)nc3ccccc32)c1 (centres undefined)	i	0.124	56.6
78	O=C(NCc1cccs1)NCC1CCN(S(=O)(=O)C2CC2)CC1	i	0.0812	40.7
79	CCc1ccc(N2C(=O)CC(Sc3ncccc3C(=O)O)C2=O)cc1 (centres undefined)	i	0.0771	50.9
80	COc1cccc(C(=O)Nc2cc(-c3ccco3)nn2-c2nc(C)c(C)c(=O)[nH]2)c1OC	i	0.124	63.1
81	COC(=O)c1c(NCc2ccc3c(c2)OCO3)c2ccccc2[nH]c1=O	i	0.0701	46.7
82	COc1ccc(NC(=O)COc2ccc(C)cc2)cc1N1CCCC1=O	i	0.0751	8.9
83	Cc1cc(N2CCN(c3ccccn3)CC2)n2nc(C(F)(F)F)c(-c3ccccc3)c2n1	i	0.0731	65.6
84	O=C(CCCn1nc(-c2ccccc2)ccc1=O)Nc1ccc(OC(F)(F)F)cc1	i	0.123	56.9
85	CS(=O)(=O)N1CCN(Cc2nc(-c3ccccc3)cs2)CC1	i	0.0996	41.3
86	COc1cc(NC(=O)CSC2=NC(C)(C)N=C2c2ccccc2)cc(OC)c1	i	0.109	67.4
87	O=S(=O)(c1ccccc1)c1nnn2c1nc(NC1CC1)c1cc(Cl)ccc12	i	0.0978	53.9
88	Cn1cccc(C(=O)N2CCC(CNS(=O)(=O)Cc3cccc(F)c3)CC2)c1=O	i	0.0794	32.5
89	CCOC(=O)C1=C(c2ccccc2)NC(=O)NC1c1ccc(OC)c(OC)c1 (centres undefined)	i	0.0712	63.1
90	Cc1cc(C)cc(OCCNC(=O)c2ccc(F)cc2)c1	i	0.119	65.9
91	CCCc1nnsc1C(=O)NCC1CCN(C(=O)COc2ccccc2)CC1	i	0.0832	58.8
92	O=S(=O)(c1ccc(Cl)cc1)N1CCCN(S(=O)(=O)c2ccc(Cl)cc2)CC1	i	0.114	63.8
93	COCCNC(=O)Cn1nc2c(c1NC(=O)c1cccc(OC)c1OC)CSC2	i	0.0824	55.5
94	CC(=O)N1CCc2c(sc(NC(=O)c3cccc(S(=O)(=O)C(C)C)c3)c2C#N)C1	i	0.0747	64.2
95	CCOC(=O)CCn1c(=O)c2c(nc3n(-c4ccccc4CC)c(C)cn23)n(C)c1=O	i	0.0683	63.8
96	COCCn1c(SCc2ccccc2)nc2cc(C(=O)NC3CCCC3)ccc2c1=O	i	0.0728	58.3
97	Nc1ccc(N2CCN(c3c(F)c(F)c(F)c(F)c3F)CC2)c(Cl)c1	i	0.0499	51.4
98	Cc1ccc(S(=O)(=O)N2CCN(CCn3cccn3)CC2)s1	i	0.151	53.5
99	CCn1c(-n2nc(C)cc2C)nc2c1c(=O)n(CC(=O)OCc1ccccc1)c(=O)n2C	i	0.0503	56.5
100	COc1cccc(-n2nnc3c(N4CCN(C(=O)C5CCCCC5)CC4)ncnc32)c1	i	0.0591	52.4
101	O=S(=O)(CCCOc1ccc2c(c1)OCO2)NCc1cccs1	i	0.0896	65.9
102	Cc1cc(C(=O)N2CC(C(=O)Nc3ccc4cn[nH]c4c3)C2)no1	i	0.097	54.7
103	Cn1c(-c2ccccn2)nn(CCNC(=O)c2ccccc2F)c1=O	i	0.134	76.0

# Pulled by compound from the list above:
cpd	SMILES	AMPAR-TARP mod	AMPAR-TARP mod agonism max-min	AMPAR-TARP mod glutamate slope
90	Cc1cc(C)cc(OCCNC(=O)c2ccc(F)cc2)c1	i	0.119	65.9
95	CCOC(=O)CCn1c(=O)c2c(nc3n(-c4ccccc4CC)c(C)cn23)n(C)c1=O	i	0.0683	63.8
